# All columns: NCI-60 one-dose screen, growth in % after 48 h at 10 µM unless noted; 100 = growth as untreated, 0 = no growth, -100 = all killed.
# K-562 = K-562 leukemia; actives 7.4% (n = 78,000); AID 1794777
# MOLT-4 = MOLT-4 leukemia cells; actives 6.9% (n = 80,000)
# CCRF-CEM = CCRF-CEM leukemia | actives 7% (n = 77,000)
# SR = SR leukemia cells; actives 8.7% (n = 73,000); AID 1794780
# RPMI-8226 = RPMI-8226 leukemia cells. actives 7.5% (n = 77,000). AID 1794781
# HOP-62 = HOP-62 NSCLC; actives 3.9% (n = 80,000)
# MDA-MB-468 = MDA-MB-468 breast cancer. actives 8.5% (n = 78,000). AID 2202374
# MDA-MB-435 = MDA-MB-435 melanoma; actives 7.8% (n = 82,000)
# Numbers without * were called inactive; . = not tested or not shown; & = joins results of further samples. How the source made its calls: active means growth percent below 10; inactive means the rest.
SMILES,K-562,MOLT-4,CCRF-CEM,SR,RPMI-8226,HOP-62,MDA-MB-468,MDA-MB-435
CCc1cccc2c3c(sc12)C(c1ccc(F)cc1)c1c(nc(CC(=O)Nc2ccccc2)[nH]c1=O)O3 (centres undefined),104,110,.,99,99,64,103,96
Cc1cc2nc(CC(=O)c3ccccc3)c(CC(=O)c3ccccc3)nc2cc1C,94,88,61,.,84,96,106,99
CCOC(=O)c1sc2ccc(N)cc2c1NC(=O)c1ccccc1,98,94,89,114,92,90,.,108
CCN(CC)S(=O)(=O)N1CCN(S(=O)(=O)N(CC)CC)CC1,101,101,100,98,109,98,103,111
CCOC(=O)C(Nc1ccc(F)cc1)c1ccc(NC)cc1 (centres undefined),92,86,88,85,97,101,104,104
Cc1ccc(-c2csc(C3=C(O)CN(NC(=O)c4cccs4)C3=N)n2)cc1,98,120,.,107,85,87,.,121
O=C(CSc1nnc(-c2ccc(Br)cc2)n1-c1ccccc1)Nc1ccc(C(=O)/C=C/c2ccc(Cl)cc2)cc1,76,82,84,87,76,104,98,99
CCOC(=O)c1sc(-c2ccc(OS(=O)(=O)c3ccc(Cl)cc3)c(C=O)c2)nc1C,22,40,34,18,.,106,33,84
CCCn1c(=O)sc2cc3ccccc3nc21,100,114,105,103,100,116,90,105
Cc1cccc(/C=N/Nc2cc(C)c3cccc(C)c3n2)n1,70,68,74,47,61,110,89,96
CCOC(=O)C1=CSC2=NC(C)=CC(c3cc(OC)c(OC)c(OC)c3)N12 (centres undefined),65,74,31,41,82,101,86,94
Cc1ccc(CCO)c(C)c1,120,116,113,114,117,96,108,110
Oc1ccc(-c2[nH]ncc2-c2cnn(-c3ccccc3)c2)c(O)c1,84,76,80,.,60,65,115,102
O=S(=O)(c1ccc(N/N=C\c2ccccc2Cl)cc1)c1ccc(N/N=C/c2ccccc2Cl)cc1,86,65,76,89,-16*,88,91,87
CC1CCN(CCOc2ccc(CNc3ccc4nc(CCC5CCCCC5)[nH]c4c3)cc2)CC1,-0.9*,11,12,14,-16*,61,14,-43*
C#CCOC(=O)[C@]1(C)CC[C@]2(C)CC[C@@H]3C(=CC[C@H]4[C@@]3(C)CC[C@H]3C(C)(C)C(=O)CC[C@]43C)[C@@H]2C1,74,92,100,71,78,103,105,98
CCNCCCn1c2c(c3ccc(F)cc3c1=O)C(=O)c1cc(OC)cnc1-2,1.4*,-16*,1.1*,-4.4*,-26*,-29*,-76*,1.8*
CCOC(=O)CC(Cc1ccc2c(c1)OCO2)C(=O)OCC (centres undefined),101,96,96,97,102,108,100,105
S=C(S)Nc1ccc(Cc2ccc(NC(=S)S)cc2)cc1,.,.,85,.,87,108,115,90
Cc1cc(-n2c(=O)[nH]c(=O)n(C)c2=O)ccc1Oc1ccc(SC(F)(F)F)cc1,95,97,85,91,95,99,96,104
Cn1c2c(c(=O)n(C)c1=O)CN(Cc1ccccc1)CN2,105,105,.,106,93,100,102,99
C=CCC(CCC)(C(=O)Nc1ccc2nc(C)cc(N)c2c1)C(=O)Nc1ccc2nc(C)cc(N)c2c1,99,96,99,95,100,96,88,105
COc1ccccc1-n1c(-c2csc(NC(C)=O)n2)n[nH]c1=S,87,92,94,83,.,.,100,85
O=C1C=C(N2CCCCC2)C(=O)c2ccccc21,85,90,103,94,92,93,90,119
CCC(=O)NC(=O)NC(c1ccccc1)c1ccccc1,93,98,89,89,82,78,105,111
COc1nc(N)nc(-n2c(-c3ccccc3)nc3ccccc32)c1NCc1ccccc1,103,88,98,81,89,92,96,104
COC(=O)[C@]12CC[C@@H](C)[C@H](C)[C@@H]1C1=CC[C@@H]3[C@@]4(C)C(C#N)=C[C@@](C)(CO)C4=CC[C@@]3(C)[C@]1(C)CC2,41,26,41,36,33,88,32,87
CCCCn1c(=O)c(/C=C/c2cc(/C=C/c3cc4cc(Cl)ccc4n(CCCC)c3=O)n(-c3ccc(F)cc3)n2)cc2cc(Cl)ccc21,91,95,98,97,114,89,99,103
O=C1CCC(NNC(=O)c2ccc(Cl)cc2)N1 (centres undefined),97,96,96,99,108,107,101,110
CCOP(=O)(OCC)c1nc(-c2ccccc2)oc1NCC(O)CO (centres undefined),111,118,.,133,.,100,94,99
O=C1/C(=C/c2ccc(Cl)cc2)COc2ccc(O)c(O)c21,13,3.4*,4.3*,15,1.9*,-23*,-15*,1.6*
CC(C)N=C(N/C(N)=N/c1nc2ccccc2s1)NC(C)C,23,55,53,50,43,55,66,36
Oc1cccc(Nc2nccc(-c3ccc(Cl)cc3)n2)c1,.,59,54,.,81,91,26,97
COc1cnc2c(c1)C(=O)c1c-2n(CCCNC(C)C)c(=O)c2cc([N+](=O)[O-])ccc12,-14*,-16*,2.4*,-7.6*,-25*,-53*,-56*,-96*
CCc1c(CC)c(CC)c(CC)c(CC)c1CC,123,131,111,112,123,98,116,110
Cc1c(C2=CCCCC2)c2ccccn2c1C(=O)c1cccc(S(=O)(=O)N2CCOCC2)c1,57,83,81,.,47,70,52,63
CCOC(=O)C(Br)C(Br)c1cccc([N+](=O)[O-])c1 (centres undefined),65,61,.,20,83,106,84,91
CCc1c(C)c2ccc(O)c(N3C(=O)C(=O)N(c4ccccc4)C3=O)c2oc1=O,91,88,.,64,95,107,113,93
Nc1c(C(=O)Nc2cc(Cl)cc(Cl)c2)sc2nc3c(cc12)C(O)CCC3 (centres undefined),80,89,88,47,97,114,93,74
COc1ccc(/C=C/C(=O)c2c(O)c3ccccc3oc2=O)cc1,97,102,100,97,.,96,107,106
CCCCCCCCCCCCNC1=C(Cl)C(=O)c2ccccc2C1=O,106,110,.,91,89,100,117,102
Cc1ccc2nc(-c3c(-c4ccccc4)nc4ncccn34)[nH]c2c1,76,.,.,78,57,114,91,113
CCOc1cc(/C=N/N=C2c3ccccc3-c3ccccc32)ccc1O,88,73,78,79,98,109,23,88
COc1ccc(-c2c(C(=O)NS(=O)(=O)C(C)C)n(Cc3cccc(OC(F)(F)F)c3)c3ccccc23)cc1,72,86,82,.,75,93,80,92
CC(=O)C1C(C)CC2C3CCC4=CC(=O)CCC4(C)C3CCC21C (centres undefined),76,80,97,97,67,93,96,100
C[C@H]1[C@H](C)CC[C@]2(COCCC#N)CC[C@]3(C)C(=CC[C@@H]4[C@@]5(C)Cc6c([nH]c7ccccc67)C(C)(C)[C@@H]5CC[C@]43C)[C@H]12,96,101,92,95,103,99,106,105
CC(C)c1ccc(\C=N/N=C(N)/C(N)=N\N=C/c2ccc(C(C)C)cc2)cc1,79,83,75,80,60,104,63,91
CC1=C(C(=O)OCc2ccccc2)C(c2ccc(-n3cncn3)cc2)n2c(nc3ccccc32)N1 (centres undefined),14,37,16,18,35,65,-19*,-13*
COc1ccc2[nH]c(O)c(N=Nc3nc(-c4ccc(Cl)cc4)cs3)c2c1,12,-17*,16,5.8*,13,-27*,-61*,33
CCC(C)C1CCC(O)CC1C (centres undefined),101,101,.,96,104,103,134,111
CC(=O)Oc1ccccc1C(=O)Nc1ccc(C(=O)/C=C/c2cccs2)cc1,101,104,100,94,96,101,109,98
Cc1cccc(NC(=O)c2sc3nc4c(cc3c2N)C(=O)CCC4)c1,19,51,25,26,32,43,33,-53*
O=C(c1cc(-c2ccc(F)cc2F)ccc1O)N1CCN(Cc2ccc(Cl)cc2)CC1,106,114,113,109,108,103,95,104
COc1nc(N)c(C=O)c(=O)n1C,95,96,94,101,95,110,102,109
C[C@@H]1CN(c2nc3c(cc2F)c(=O)c(C(=O)O)cn3C(C)(C)C)C[C@H](C)N1,91,101,102,115,114,99,.,107
CC(=O)[C@H]1C[C@]23CC[C@]4(C)[C@H](CC[C@@H]5[C@@]6(C)C/C(=C/c7ccc(C(F)(F)F)cc7)C(=O)C(C)(C)[C@@H]6CC[C@]54C)[C@H]2[C@H](C)C1(C)OC3,80,97,90,102,77,105,87,98
Nc1ccc(S(=O)(=O)Nc2ccccn2)cc1,112&99,102&98,100&98,104&103,101&105,105&98,129&107,100&110
CCOP(=O)(OCC)c1nc(-c2ccccc2)oc1NCCCO,100,106,102,106,111,100,105,106
CC(=O)N(C)c1ccccc1O,102,99,101,101,109,91,112,105
COc1ccc(/C=N/Nc2ncnc3sc4c(c23)CCN(Cc2ccccc2)C4)cc1,29,23,21,.,26,68,45,72

# Further results:
SMILES,K-562,MOLT-4,CCRF-CEM,SR,RPMI-8226,HOP-62,MDA-MB-468,MDA-MB-435
CCN(CC)c1ccc2c(c1)Oc1nc(N)c(C#N)c(N)c1C2Sc1ccc(SC)cc1 (centres undefined),.,-11*,-15*,-19*,-37*,-25*,-37*,-26*
CCOC(=O)C1=C(CN(C2CCCCC2)C2CCCCC2)N(C)C(=O)NC1c1ccccc1 (centres undefined),70,66,82,80,71,87,79,92
COc1cccc(Cc2nn3cc(-c4ccccc4)nc3s2)c1,28,30,30,16,34,95,92,79
Cc1cc(-c2ccco2)c(C#N)c(=O)n1CC#N,105,110,107,111,117,99,97,99
N/N=C(\N)c1ncc(-c2ccc(C(F)(F)F)cc2)c(NC2CCCCCC2)n1,79,67,52,47,56,102,82,95
NS(=O)(=O)c1ccc(C(=O)N/N=C/c2c[nH]c3ccccc23)cc1,104,100,99,104,99,92,92,105
CCOC(=O)/C(O)=C(\C=N\C(=S)Nc1ccc(Cl)c(Cl)c1)C(=O)OCC,93,77,98,86,80,94,102,87
CCOc1nc(-c2ccco2)n2nc(-c3ccco3)cc2n1,114,114,102,123,84,118,-5.0*,114
CN(C)c1oc(C2OC2c2cccc3ccccc23)nc1C#N (centres undefined),93,99,101,.,89,78,81,97
CN(C(=O)Nc1ccccc1)c1ccc(O)cc1,101,97,124,101,114,99,106,110
O=C(Cn1cc(C2CC2)nn1)Nc1nc(-c2ccc(Cl)cc2)cs1,94,100,92,102,88,103,83,99
CCCCCCCCCCCCCCCCCCCC/C=C/C1CC(=O)OC1=O (centres undefined),114,114,102,123,99,87,86,93
CCn1c(Sc2nnc(Nc3ccc(C)cc3)s2)nc2c1c(=O)n(C)c(=O)n2C,99,87,98,94,99,91,84,94
S=C(Nc1cccc2ccccc12)Nc1cccc2ccccc12,92&92,73&84,77&76,101,93&93,96&101,112&102,105&105
O=C(O)/C=C(\Cc1ccccc1)C(=O)O,107,103,106,.,106,105,117,109
O=C(O)CCC(NC(=O)c1ccc([N+](=O)[O-])cc1)C(=O)O (centres undefined),119&113,93&109,96&97,93&107,101&95,90&92,105&108,113&112
COc1ccc(C(=NNS(=O)(=O)c2ccc(C)cc2)c2ccc(Cl)cc2)cc1OC,86,87,71,112,75,97,96,91
CN1CCN(c2ccc3nc(-c4ccc(OCCCCN5CCN(CCCCN6C(=O)c7cccc8cccc(c78)C6=O)CC5)cc4)[nH]c3c2)CC1,57,52,26,-68*,26,64,.,66
COc1ccc(CCN=Cc2ccc(Cl)cc2)cc1OC,122,100,105,98,108,107,117,113
CCOC(=O)C1=C(C(=O)c2ccccc2)C(c2cccc(OC)c2)NC(=S)N1 (centres undefined),96,103,124,96,118,99,113,106

# Next part (2 carried over from the part before).
SMILES,K-562,MOLT-4,CCRF-CEM,SR,RPMI-8226,HOP-62,MDA-MB-468,MDA-MB-435
COc1ccc(CCN=Cc2ccc(Cl)cc2)cc1OC,122,100,105,98,108,107,117,113
CCOC(=O)C1=C(C(=O)c2ccccc2)C(c2cccc(OC)c2)NC(=S)N1 (centres undefined),96,103,124,96,118,99,113,106
O=C1CCC23C=CC(O2)C2(Nc4ccccc4NC2=O)c2cc(Cl)ccc2N13 (centres undefined),98,107,116,113,110,106,116,110
CCCCCCCCCCCCNC(=S)SCCC(=O)O,95,46,79,91,106,105,113,95
COc1cc(/C=C/c2ccnc3ccccc23)cc(OC)c1OC,8.3*,15,43,7.1*,61,28,-8.0*,-8.9*
NC(=O)CC(NC(=O)c1ccccc1)C(=O)O (centres undefined),124,124,110,139,123,94,106,.
O=C(NCCNc1nccc(-c2c(-c3cccc(O)c3)nc3sccn23)n1)Nc1ccccc1,71,66,46,90,58,150,51,31
CC(=O)NC1CCC(OC(=O)Nc2ccccc2)CC1 (centres undefined),99,102,88,100,.,101,112,108
CC(=O)c1ccc(NC(=O)Nc2ccc(S(=O)(=O)Nc3ccc(Cl)nn3)cc2)cc1,103,104,116,117,108,96,107,107

# By substructure: those above containing fluorine (ten)
SMILES,K-562,MOLT-4,CCRF-CEM,SR,RPMI-8226,HOP-62,MDA-MB-468,MDA-MB-435
CCc1cccc2c3c(sc12)C(c1ccc(F)cc1)c1c(nc(CC(=O)Nc2ccccc2)[nH]c1=O)O3 (centres undefined),104,110,.,99,99,64,103,96
CCOC(=O)C(Nc1ccc(F)cc1)c1ccc(NC)cc1 (centres undefined),92,86,88,85,97,101,104,104
CCNCCCn1c2c(c3ccc(F)cc3c1=O)C(=O)c1cc(OC)cnc1-2,1.4*,-16*,1.1*,-4.4*,-26*,-29*,-76*,1.8*
Cc1cc(-n2c(=O)[nH]c(=O)n(C)c2=O)ccc1Oc1ccc(SC(F)(F)F)cc1,95,97,85,91,95,99,96,104
CCCCn1c(=O)c(/C=C/c2cc(/C=C/c3cc4cc(Cl)ccc4n(CCCC)c3=O)n(-c3ccc(F)cc3)n2)cc2cc(Cl)ccc21,91,95,98,97,114,89,99,103
COc1ccc(-c2c(C(=O)NS(=O)(=O)C(C)C)n(Cc3cccc(OC(F)(F)F)c3)c3ccccc23)cc1,72,86,82,.,75,93,80,92
O=C(c1cc(-c2ccc(F)cc2F)ccc1O)N1CCN(Cc2ccc(Cl)cc2)CC1,106,114,113,109,108,103,95,104
C[C@@H]1CN(c2nc3c(cc2F)c(=O)c(C(=O)O)cn3C(C)(C)C)C[C@H](C)N1,91,101,102,115,114,99,.,107
CC(=O)[C@H]1C[C@]23CC[C@]4(C)[C@H](CC[C@@H]5[C@@]6(C)C/C(=C/c7ccc(C(F)(F)F)cc7)C(=O)C(C)(C)[C@@H]6CC[C@]54C)[C@H]2[C@H](C)C1(C)OC3,80,97,90,102,77,105,87,98
N/N=C(\N)c1ncc(-c2ccc(C(F)(F)F)cc2)c(NC2CCCCCC2)n1,79,67,52,47,56,102,82,95

# Source: PubChem
